LYP inh 2: PTPN22 phosphatase inhibitors, primary screen, biochemical, DiFMUP fluorescence, 2 µM; 0.21% of 96,000 active; AID 640, 2007; inhibition, % at 2 µM; Tyrosine-protein phosphatase non-receptor type 22 (Homo sapiens), Q9Y2R2; recombinant LYP catalytic domain;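 active = inhibition at 2 µM at or above a set limit, the screen mean plus 3 SD, cut at about 24% in these data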;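 also: 0% = DMSO with enzyme and 100% = enzyme fully blocked by orthovanadate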
IL1B cytotox: cytotoxicity in IL-1B stimulated HUVEC, primary screen, cytotoxicity control for IL-1B NFkB translocation project, imaging, Hoechst nuclear count, IL-1B stimulus; HUVEC cell count loss; cell count reduction, % at 2 µM; 0.41% of 94,000 active; AID 845, 2007;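 active = cell count reduction more than 3 SD above the screen-wide mean, cut at about 70% in these data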;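 also: normalized per plate to untreated control cells as the no-loss baseline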
Calb biofilm kill: clotrimazole potentiators killing Candida biofilms, primary screen, with clotrimazole, Alamar Blue. inhibition, % at 6 µM. 0.14% of 85,000 active. C. albicans biofilm + clotrimazole;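 active = inhibition above 20%; inactive = inhibition below 20%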;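 also: preformed 24 hr biofilms exposed to compound for 48 hr; 0% = biofilm without compound and 100% = blank killed by clotrimazole plus chlorhexidine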
DAT uptake mod: changed hDAT dopamine uptake under cocaine IC80, either direction, primary screen, cocaine antagonist project, cell-based, LLC-PK1 hDAT, [14C]-dopamine uptake, MLSMR | LLC-PK1 hDAT cells, [14C]-dopamine uptake with cocaine IC80; actives deviate in either direction | B-score at 10 µM | 1.3% of 110,000 active | AID 449768, 2010;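 active = Z score or B-score, a plate-position-corrected score, falls beyond the plate's 99.7% confidence bounds, in either direction; inactive = both scores lie inside the 99.7% bounds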;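 also: scored against the spread of the other compound wells on the same plate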
Target sequence (Q01959 whole entry, looked up): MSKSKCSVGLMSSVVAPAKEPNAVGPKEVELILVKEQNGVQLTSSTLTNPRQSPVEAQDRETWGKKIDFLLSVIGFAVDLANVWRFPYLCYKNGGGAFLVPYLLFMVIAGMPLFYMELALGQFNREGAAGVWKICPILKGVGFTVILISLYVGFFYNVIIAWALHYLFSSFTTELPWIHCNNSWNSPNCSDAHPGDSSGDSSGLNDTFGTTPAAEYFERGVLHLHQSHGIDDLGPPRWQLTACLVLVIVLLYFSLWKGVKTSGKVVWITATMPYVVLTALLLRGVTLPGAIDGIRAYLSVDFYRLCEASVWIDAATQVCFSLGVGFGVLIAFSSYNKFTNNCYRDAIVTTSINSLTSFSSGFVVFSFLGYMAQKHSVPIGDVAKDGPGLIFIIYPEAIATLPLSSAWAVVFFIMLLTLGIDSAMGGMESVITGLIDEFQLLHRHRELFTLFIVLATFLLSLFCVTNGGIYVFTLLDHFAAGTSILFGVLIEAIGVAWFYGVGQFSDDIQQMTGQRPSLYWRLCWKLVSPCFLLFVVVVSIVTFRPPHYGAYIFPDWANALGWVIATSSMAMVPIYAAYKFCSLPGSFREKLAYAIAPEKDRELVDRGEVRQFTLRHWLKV
HUVEC tox TNFa: cytotoxicity in TNFa-stimulated HUVEC, primary screen, cytotoxicity control for VCAM1 expression modulator project, imaging, Hoechst nuclei count | 0.17% of 93,000 active | AID 848, 2007 | cell count reduction, % at 2 µM | HUVEC TNFalpha-stimulated, Hoechst cell count;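 active = cell count reduction exceeding the screen mean by over 5 SD, scaled to untreated wells per plate, cut at about 78% in these data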;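 also: cells counted after 24 h of TNF alpha exposure following the 1 h pretreatment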
MT1-MMP txn act: MT1-MMP promoter reporter activation – cell-based, luciferase luminescence, primary screen. 0.16% of 86,000 active. activation factor at 10 µM. HT1080 MT1-MMP promoter luciferase reporter, overnight; stronger effect = higher value. AID 750, 2007;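 active = activation factor of at least 2 for MT1-MMP transcription at 10 µM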
Smad3 FoxH1 inh: Smad3/FoxH1 peptide binding inhibitors, primary screen, biochemical, TR-FRET. Mothers against decapentaplegic homolog 3 (Homo sapiens), P84022. TR-FRET Smad3/Dy647-FoxH1 peptide binding, europium anti-His. inhibition, % at 25 µM. 0.29% of 88,000 active. AID 630, 2007;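 active = compounds that reduce the energy-transfer binding signal between the protein and its labelled peptide by more than half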;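 also: 0% = Smad3 plus labelled peptide maximal FRET and 100% = peptide-only background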
Target sequence (P84022 whole entry, looked up): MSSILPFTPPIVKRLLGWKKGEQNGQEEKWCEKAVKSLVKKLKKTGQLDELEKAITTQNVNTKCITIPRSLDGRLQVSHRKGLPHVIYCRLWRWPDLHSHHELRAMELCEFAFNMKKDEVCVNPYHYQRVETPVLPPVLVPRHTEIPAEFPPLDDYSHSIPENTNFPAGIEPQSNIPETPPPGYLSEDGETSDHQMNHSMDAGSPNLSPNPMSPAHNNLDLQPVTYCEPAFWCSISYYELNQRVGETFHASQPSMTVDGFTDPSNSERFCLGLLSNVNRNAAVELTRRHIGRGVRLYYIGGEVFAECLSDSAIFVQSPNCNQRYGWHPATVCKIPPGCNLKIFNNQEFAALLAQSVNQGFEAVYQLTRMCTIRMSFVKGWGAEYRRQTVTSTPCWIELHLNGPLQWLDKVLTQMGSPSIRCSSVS
VCAM1 TNFa inh: inhibitors of TNFa-induced VCAM1 expression, primary screen, imaging, HUVEC, TNFa stimulus, immunofluorescence; HUVEC TNFa-induced VCAM-1 immunofluorescence, high-content imaging; inhibition, % at 2 µM; 0.48% of 95,000 active;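 active = inhibition above the batch mean plus 3 SD, with images confirmed as a hit by eye, cut at about 37% in these data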;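 also: 0% = TNF-stimulated DMSO wells and 100% = unstimulated control wells; not every result past the cut was called active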
F-actin modifier: modifiers of F-actin cytoskeleton organization, primary screen, imaging, HUVEC, phalloidin staining, high-content imaging; AID 836, 2007; HUVEC TNFa F-actin phalloidin imaging; 0.18% of 91,000 active; inhibition, % at 2 µM;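 active = inhibition above the batch mean plus 3 SD and confirmed as a hit by visual image inspection, cut at about 30% in these data, passing the limit was not always enough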; also: strong numbers were not always called active
* hit, by the source's call; . = not tested or not shown; [ ] = another dose, or the depositor's remark. This is a subset (hit frequency here may not be typical).

SMILES	LYP inh 2	IL1B cytotox	Calb biofilm kill	DAT uptake mod	HUVEC tox TNFa	MT1-MMP txn act	Smad3 FoxH1 inh	VCAM1 TNFa inh	F-actin modifier
CCOC(=O)c1cnn(-c2nc3c(C)cccc3s2)c1C	2	-6	.	-0.64	90*	.	.	92*	36*
CCn1c(SCC(=O)Nc2ccc(NC(C)=O)cc2)nnc1C1CC1	4	-4	5	-0.86	-22	1.1	9	4	-15
Cc1cccc(-c2noc(CCC(=O)NCc3ccco3)n2)c1	1	-27	6	1.2	-5	1.2	-7	-2	.
COc1ccc(CCNC(=O)COc2ccc(-c3ccc(C)cc3)cc2)cc1OC	6	-76	.	-0.6	-8	.	.	2	3
Cc1ccc(C(C(=O)NC2CCCCC2)N(CC2CCCO2)C(=O)CNC(=O)c2cccs2)cc1 (stereo unspecified)	-2	-4	.	-0.017	-4	.	.	9	31
CCN1C(=O)/C(=C2/Sc3ccc(OC)cc3N2C)SC1=Nc1cccc(O)c1	-6	36	8	-0.097	0	0.9	3[fluorescence artefact?]	-35	-25
CN(C)c1ccc(NC(=O)CN2C(=O)CC(c3ccccc3)=Nc3ccccc32)cc1	-6	-76	3	-0.6	-48	1.1	5	22	.
COC(=O)c1cc2c(s1)-c1ccccc1CC2	3	3	.	-0.059	-14	.	.	12	28
NC(=O)C(c1ccccc1)c1ncc(C(F)(F)F)cc1Cl (stereo unspecified)	8	-14	.	0.94	0	.	.	-8	13
O=C(NCCCN1CCOCC1)c1cnn2c(-c3ccccc3)cc(-c3ccccc3)nc12	7	-4	.	.	-7	.	.	12	-10
CC1(C)Oc2ccc(C(=O)NC3CCCC3)cc2N(CC(=O)N2CCOCC2)C1=O	-5	-3	4	-0.007	-22	1	-3	-9	13
Cc1cc(NCc2ccccn2)nc2ccccc12	-4	.	4	1.3	16	1.1	15	10	-9
Cc1cc2c(=O)n(CC(=O)N3CCN(c4ccc(F)cc4)CC3)cnc2s1	2	9	1	-0.19	6	1	9	-6	-8
CC(=O)OC(C(=O)NCc1ccco1)c1ccncc1 (stereo unspecified)	1	-1	3	0.48	56	1	4	20	-14
Cc1noc(C)c1COc1ccc(C(=O)NCc2ccccn2)cc1	0	-22	4	-0.83	-16	1.2	9	5	16
Cc1ccc(C(=O)c2nc3c(n2O)CCCC3)cc1	2	12	0	1.8	-13	1.2	-5	10	.
Cc1cccc(-n2c(N)c(C(=O)N3CCN(C)CC3)sc2=S)c1	-3	16	7	0.21	-1	1.1	-8	11	2
O=S(=O)(NC1CCCC1)c1cccc(S(=O)(=O)N2CCC(n3nnc4ccccc43)CC2)c1	-1	.	6	-0.29	.	1.1	2	.	.
c1ccc(Oc2cc(-c3ccccc3)ncn2)cc1	-3	-16	.	0.36	-18	.	.	22	-20
O=C(Nc1ccn(-c2ccccc2)n1)c1ccc(S(=O)(=O)N2CCCCCC2)cc1	5	-11	-5	0.51	-20	1	1	7	-7
CCOC(=O)c1c(C)oc(NC(=O)COc2ccc(Cl)cc2C)c1C#N	4	-4	6	-0.86	-29	1	-16	9	32
COc1cc(OC)cc(-c2nnc(Sc3ccc(C=O)cc3[N+](=O)[O-])o2)c1	10	-3	.	-0.62	.	.	.	16	0
CS(=O)(=O)Nc1ccc(C(=O)NCCc2ccccc2)cc1	-3	-15	-3	0.059	-30	0.9	5	2	6
COc1cccc(C(=O)CN(C(=O)c2ccc(Cl)c(Cl)c2)N2C(=O)C3CCCCC3C2=O)c1 (stereo unspecified)	-4	-39	5	-0.043	-2	.	4	8	-6
COc1ccc(OCc2nc(N)nc(Nc3ccccc3OC)n2)cc1	10	-4	2	0.63	3	1.1	-13	2	-3
COC(=O)c1cc(C(=O)OC)n(Cc2ccc(F)cc2)n1	-7	-11	0	-0.024	-22	1.2	1	0	2
CCOC(=O)c1c(NC(=O)c2ccccc2)sc2c(O)c(CN(CC)CC)ccc12	0	-5	.	2.4*	-24	.	.	5	32
Cn1cccc1Cc1nnc(SCC(N)=O)n1-c1ccc(F)cc1	-4	5	5	-1.3	-16	1	2	8	-10
CCC(C)(C(=O)NC1CCCCC1)N(Cc1ccco1)C(=O)c1ccc2c(c1)OCO2 (stereo unspecified)	-11	-32	5	-1.5	0	1.3	4[fluorescence artefact?]	18	17
CS(=O)(=O)N1CCN(c2ccc(C(=O)NC3C4CC5CC(C4)CC3C5)cc2[N+](=O)[O-])CC1 (stereo unspecified)	2	24	.	0.23	44	.	.	19	-44
CCOC(=O)CSc1cc(CSc2ccccc2)nc(-c2ccccc2)n1	0	-18	.	-0.12	-17	.	.	5	-5
CCN1C(=O)c2cccc3c(NC(=O)C(C)(C)C)ccc1c23	1	-4	5	0.69	-12	1.2	-9	-18	3
O=S(=O)(NCCc1ccccc1)c1cccc2nsnc12	-8	-76	6	-0.084	-2	1.3	10	-6	-3
COc1cccc(OCCNC(=O)c2cccc(OC)c2)c1	-3	10	4	0.012	-4	1.4	1	0	6
CCOC(=O)C1CCCN(S(=O)(=O)c2cc(OCC(=O)NC3CCCCC3)c(C)cc2Cl)C1 (stereo unspecified)	-5	-7	0	0.62	-6	1.1	8	-17	8
CSc1nc(Cc2ccc(Cl)cc2)nc2ccccc12	2	-74	.	0.097	32	.	.	12	15
Cc1[nH]c2ccccc2c1Cc1n[nH]c(=S)o1	-10	13	7	-0.46	-30	.	3	12	4
CCCS(=O)(=O)N1CCC(C(=O)NCc2ccco2)CC1	-5	-24	2	-0.54	9	1.2	-7	-13	-3
Cc1ccc(C(=O)Cn2cnc3ccccc3c2=O)cc1	-1	5	6	1.3	6	1.7	8	18	6
CCOc1ccc(CSC2=NCCN2)cc1Cl	-2	-6	3	0.16	-14	1.3	9	0	-8
Cc1nc(SCC(=O)Nc2c(C)nn(C)c2C)c2cnn(-c3ccccc3)c2n1	4	-23	2	-1.3	3	1	3	-9	-10
FCCCOc1ccc(-c2nccc(-c3ccc(Br)cc3)n2)cc1	16	2	.	0.15	7	.	.	3	-3
COCCCNC(=O)C12CCC(C)(C(=O)C1)C2(C)C (stereo unspecified)	2	-2	-1	0.3	-3	1.1	-5	25	20
CN(C(=O)c1cccnc1)c1nnc(-c2cnccn2)s1	-9	-22	5	0.25	.	1.4	8	.	-15
O=S(=O)(Nc1ccc(N2CCOCC2)cc1)c1ccc2ccccc2c1	-18	-6	0	.	-20	1.2	19[fluorescence artefact?]	3	.
C=CCn1c(SCC(=O)Nc2sccc2C(N)=O)nc2sc(CC)cc2c1=O	4	-10	3	0.4	-8	1.3	-12	-1	11
CC1(C)Cc2[nH]c(=S)c(C#N)cc2CO1	4	-138	-3	0.022	-32	1.3	-19	12	15
Cc1cc(NS(=O)(=O)c2ccc(NC(=O)Cc3cccs3)cc2)no1	-4	-21	8	0.14	-9	1	-4	0	-20
CCN(CC)c1ccc(CN(C(=O)c2ccco2)C2CCS(=O)(=O)C2)cc1 (stereo unspecified)	-13	22	7	.	-18	1	3	24	3
Cc1ccc(N2C(=O)CC(N(CCc3ccccc3)C(=S)Nc3ccc(N(C)C)cc3)C2=O)cc1 (stereo unspecified)	1	35	.	-0.36	5	.	.	-5	-13

New compounds follow.
SMILES	LYP inh 2	IL1B cytotox	Calb biofilm kill	DAT uptake mod	HUVEC tox TNFa	MT1-MMP txn act	Smad3 FoxH1 inh	VCAM1 TNFa inh	F-actin modifier
O=C(c1ccc(O)cc1)c1ccc(C(=O)O)c(C(=O)O)c1	10	-10	5	2.4	10	1.1	-7	30	15
CCN(CC(=O)N1CCc2ccccc2C1)S(=O)(=O)c1ccc2ccccc2c1	13	-11	3	0.93	-47	1	-26	5	.
COc1ccc(CN(C(=O)c2ccco2)c2ccccc2)cc1	7	10	7	1.8	.	1.2	11	-9	5
O=C(NCc1ccc(F)cc1)C1CCCN(S(=O)(=O)c2cccnc2)C1 (stereo unspecified)	5	-6	.	-0.11	-9	1.1	.	9	-48
Cc1ccc(C(C(=O)NCc2ccco2)N(C(=O)CNC(=O)c2cccs2)c2ccc(C)cc2C)cc1 (stereo unspecified)	3	-8	.	0.65	-7	.	.	11	-20
O=C(NC1CCCCC1)N1CCC(c2nc(-c3ccc(S(=O)(=O)N4CCCC4)cc3)no2)CC1	-16	1	1	-0.14	28	1.2	2	-4	-16
CCc1nnc(NC(=O)CSc2nnc(-c3ccoc3C)n2-c2ccc(C)cc2)s1	1	0	1	1.6	-13	1.1	-14	1	13
O=C(Cn1nc(-c2ccccc2)c2ccccc2c1=O)Nc1cccnc1	2	7	3	0.4	-11	1.1	-25	4	5
C=CCN1CCN(C(c2ccccc2)c2nnnn2CCC(C)C)CC1 (stereo unspecified)	-4	-88	7	-0.21	-13	1.2	14	-6	.
COc1ccc(CN(Cc2cc3cc4c(cc3[nH]c2=O)OCO4)C(=O)NC2CCCCC2)cc1	2	12	.	1.1	2	1	.	-16	8
c1ccc(COc2ccc(OCCCNC3CCCC3)cc2)cc1	-7	10	-1	2.3	-6	1.5	8	6	3
Cc1[nH]nc(Nc2ccccc2)c1[N+](=O)[O-]	0	-34	.	0.63	-11	.	.	0	0
CCCCC(=O)NC(c1ccc(OC)c(OC)c1)c1c(O)ccc2ccccc12 (stereo unspecified)	0	-13	.	0.018	-20	.	.	-18	-24
CNC(=S)NNC(=O)c1cccn(Cc2ccc(Cl)c(Cl)c2)c1=O	69*	-27	.	0.48	3	.	.	-7	-15
COc1ccc(N(CC(=O)NCc2cccs2)S(=O)(=O)c2c(C)nn(C)c2C)cc1	-8	-31	9	0.79	-18	1	0	20	-7
Cc1nc(SCC(=O)Nc2ccc3c(c2)OCCO3)c2oc3ccccc3c2n1	-1	-2	4	0.42	-16	1	9[fluorescence artefact?]	7	19
CC(=Nc1ccc(O)cc1)c1sc2ccccc2c1O	6	-5	-3	-0.44	-12	1.7	12	6	-24
CCN(CC)c1ccc(NC(=O)c2ccco2)cc1	.	.	6	0.099	.	0.7	2	.	.
CCN(CC)CCNC(=O)NC1CCCCC1	.	.	9	0.68	.	1.2	-3	.	.
COCCCNC(=S)NNC(=S)Nc1ccc(F)cc1F	2	14	6	-0.69	11	.	-3	12	-7
CCOC(=O)C1=C(C)NC(=O)NC1c1ccc(OC(C)C(=O)O)c(OC)c1 (stereo unspecified)	-4	-21	0	0.65	-8	1.1	-4	8	2
COc1ccccc1CNC(=O)CCS(=O)(=O)c1ccc2c(c1)CCCN2C(C)=O	0	-27	.	0.61	-33	0.9	.	9	0
CCOc1ccc(C(=O)Cc2cc(OC)c(OC)cc2[N+](=O)[O-])cc1	12	-24	.	-0.48	-4	.	.	2	26
Cc1cc(SCc2ccccc2)nc(=O)[nH]1	9	-8	4	-0.21	-18	1.2	-10	-12	-4
CCOc1ccc(C2CC(c3ccc(OC)c(OC)c3)n3nc(N)nc3N2)cc1 (stereo unspecified)	.	.	10	0.19	.	1.1	0	.	.
